# Screening results deposited in PubChem BioAssay by several laboratories.
# DNA FID counter: counter-screen for HCV NS3 helicase inhibitors: DNA intercalator displacement | DNA fluorescent intercalator displacement, fluorescence | inhibition, % at 7.9 µM | actives 0.17% (n = 290,000) | AID 1845; in the data active = inhibition above about 37%;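 note: 0% = vehicle and 100% = reference compound; higher means more ethidium bromide displaced from hairpin DNA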
# OXTR ag: activates the human oxytocin receptor | P30559 | CHO-OTR cells, Fluo-8 calcium fluorescence; normalized: DMSO 0%, oxytocin 100% | activation, % at 3 µM | actives 0.32% (n = 320,000) | AID 2435;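 active = activation above the mean of all tested compounds plus 3 SD, cutoff set per screening run, cut at about 20% in these data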;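 note: peak over basal fluorescence ratio from a 100 s FLIPR kinetic read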
# IMP-1 inh: blocks Pseudomonas aeruginosa IMP-1 metallo-beta-lactamase. actives 0.45% (n = 290,000). inhibition, % at 5.6 µM. AID 1556. purified IMP-1, nitrocefin hydrolysis, epi-absorbance fluorescence;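 active = inhibition above the mean plus 3 SD of all compounds in the same screening run, cut at about 4.5% in these data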;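 note: 0% = IMP-1 with DMSO and 100% = DMSO wells lacking enzyme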
#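 assay system = purified recombinant IMP-1 metallo-beta-lactamase enzyme | schedule = 15 min preincubation plus 25 min reaction at 25 °C | signal = Epi-absorbance fluorescence, 480 nm excitation, 530 nm emission | read-out basis = percent inhibition from optical density relative to buffer-blank wells | controls = IMP-1 with DMSO as 0%, enzyme-free DMSO as 100%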
# GalR3 antag: antagonists of human GalR3; O60755; HEK293 GalR3-CNG cAMP membrane potential fluorescence; galR3 body fused to GalR1 C-terminus; inhibition, % at 3 µM; actives 0.44% (n = 360,000); AID 651719;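 active = inhibition above the screen-wide average plus 3 SD, cut at about 13% in these data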;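 note: forskolin and galanin both at EC90 stimulate the cells; cAMP rise reported by CNG channel membrane potential dye signal; 0% = forskolin plus galanin with DMSO and 100% = forskolin alone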
# Target sequence (O60755 1-299 limits assumed): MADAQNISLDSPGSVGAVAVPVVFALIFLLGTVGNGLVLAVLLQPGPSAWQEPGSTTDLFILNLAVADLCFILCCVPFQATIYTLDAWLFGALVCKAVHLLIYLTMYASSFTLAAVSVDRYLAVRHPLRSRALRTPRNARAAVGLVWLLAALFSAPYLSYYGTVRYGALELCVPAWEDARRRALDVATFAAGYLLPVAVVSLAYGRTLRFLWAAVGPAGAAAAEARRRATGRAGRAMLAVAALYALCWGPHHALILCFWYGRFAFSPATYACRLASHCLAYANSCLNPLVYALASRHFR
# PHOSPHO1 inh: PHOSPHO1 (human) inhibition; actives 1.1% (n = 290,000); inhibition, % at 13.3 µM; Q8TCT1; AID 1565; recombinant PHOSPHO1, absorbance phosphatase assay; in the data active = inhibition above about 60%
# HCV NS3 hel inh: blocks Hepatitis C virus NS3 helicase unwinding; NS3 helicase DNA unwinding, Cy5 molecular beacon fluorescence; inhibition, % at 10.9 µM; actives 0.56% (n = 290,000); AID 1800;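 active = inhibition above the mean of all tested compounds plus 3 SD, set per campaign, cut at about 35% in these data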;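 note: 0% = DMSO wells and 100% = thioflavine S control wells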
#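 Measured by: Cy5 fluorescence, 0 and 60 min reads / Assay system: NS3 helicase fragment of HCV / Control set: low DMSO, high thioflavine S at 110 µM / Times: 1 h reaction at 25 °C, ATP-initiated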
# GPR7 antag: human neuropeptides B/W receptor 1 antagonism | actives 1.1% (n = 290,000) | AID 1861 | P48145 | inhibition, % at 4.4 µM | GPR7-expressing cells, fluorescence antagonist assay; in the data active = inhibition above about 16%, passing the limit was not always enough;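 note: cells stimulated with the agonist NPW; 0% = agonist with vehicle and 100% = vehicle without agonist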
# Target sequence (P48145 whole entry, looked up): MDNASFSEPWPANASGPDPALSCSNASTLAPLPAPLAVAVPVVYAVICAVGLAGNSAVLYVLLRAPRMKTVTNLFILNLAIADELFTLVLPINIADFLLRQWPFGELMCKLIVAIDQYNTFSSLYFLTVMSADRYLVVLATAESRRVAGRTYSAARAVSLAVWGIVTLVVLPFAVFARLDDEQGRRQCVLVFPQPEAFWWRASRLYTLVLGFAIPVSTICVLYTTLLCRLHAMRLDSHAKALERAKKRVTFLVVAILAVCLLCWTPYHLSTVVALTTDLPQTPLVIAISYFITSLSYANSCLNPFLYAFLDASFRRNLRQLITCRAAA
# VIM-2 inhibitor: inhibitors of Pseudomonas aeruginosa VIM-2 metallo-beta-lactamase; purified VIM-2, nitrocefin hydrolysis, epi-absorbance fluorescence; inhibition, % at 5.6 µM; actives 0.89% (n = 290,000); AID 1527;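 active = inhibition above the mean of all tested compounds plus 3 SD, cutoff set per screening run, cut at about 7.5% in these data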;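 note: red hydrolysis product quenches plate fluorescence so inhibitors raise well fluorescence; 0% = enzyme with DMSO and 100% = DMSO without enzyme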
# V1aR counter: activates human V1a receptor in oxytocin agonist counter-screen; P37288; CHO-V1R cells, Fluo-8 calcium fluorescence, agonist mode; 0% DMSO, 100% 3 nM vasopressin; activation, % at 3 µM; actives 0.25% (n = 320,000);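 active = activation above the mean activation of all tested compounds plus 3 SD, per screening run, cut at about 20% in these data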;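 note: signal is peak over basal fluorescence ratio across a 100 second FLIPR read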
# Target sequence (P37288 whole entry, looked up): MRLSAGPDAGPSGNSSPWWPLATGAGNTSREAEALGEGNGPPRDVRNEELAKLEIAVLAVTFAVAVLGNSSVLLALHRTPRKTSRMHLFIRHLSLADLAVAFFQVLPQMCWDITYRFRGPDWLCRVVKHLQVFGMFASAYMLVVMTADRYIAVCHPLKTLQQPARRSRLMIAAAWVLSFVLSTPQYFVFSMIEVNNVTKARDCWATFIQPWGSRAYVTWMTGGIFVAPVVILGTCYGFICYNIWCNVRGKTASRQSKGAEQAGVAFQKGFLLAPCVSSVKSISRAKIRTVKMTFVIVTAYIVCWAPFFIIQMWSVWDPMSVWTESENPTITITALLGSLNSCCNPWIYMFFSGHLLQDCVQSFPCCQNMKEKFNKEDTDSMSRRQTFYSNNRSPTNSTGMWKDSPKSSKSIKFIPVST
# Active calls of the source: *; nt = no result given.
no.	SMILES	VIM-2 inhibitor	GPR7 antag	DNA FID counter	HCV NS3 hel inh	OXTR ag
1	CCOC(=O)C1=C(C)NC(C)=C(C(=O)OCC)C1c1cccc(C)n1	-2.2	-10	-6	3	-2.6
2	CCN1CCN(c2oc(-c3ccc(OC)cc3)nc2C#N)CC1	-1.4	-1	2	1	0.7
3	Cc1cccc(CCNC(=O)c2oc3c(C)c(C)ccc3c2C)n1	0.8	-21	-26	-7	-2.4
4	CC(NS(=O)(=O)c1ccc(Br)cc1)C(c1cccs1)N1CCN(C)CC1 (stereo unspecified)	-1.1	2	23	-7	3.8
5	CCN(CC)C(=O)CSc1nc2ccccc2n1CC(=O)N1CCN(c2ccccc2OC)CC1	-0.9	-12	-34	-5	-1.3
6	Cn1c(=O)c2c(nc(NCc3ccco3)n2Cc2ccccc2Cl)n(C)c1=O	-2.2	-8	4	-2	-2.5
7	Cc1ccc2nc(SCCCCOc3ccccc3)[nH]c2c1	-0.1	-5	-9	-3	-2.0
8	Cc1sc2ncnc(NCC(c3ccccc3)N(C)C)c2c1C (stereo unspecified)	8.7*	1	1	-6	1.9
9	CCc1ccc(NC(=O)N2CCN(C(=O)C3CCCO3)CC2)cc1 (stereo unspecified)	-1.4	-1	-7	2	-0.5
10	COc1ccccc1CCNC(=O)c1nccnc1C(=O)O	-1.9	-2	3	-1	-0.5

no.	PHOSPHO1 inh	V1aR counter	GalR3 antag	IMP-1 inh
1	39	-0.6	4	-1.4
2	nt	0.8	-5	-1.0
3	nt	-1.6	-9	-1.7
4	-6	3.5	nt	-0.9
5	15	1.0	-1	-0.2
6	-2	-0.1	-3	-1.7
7	37	1.3	nt	-2.7
8	28	2.6	-7	-2.8
9	38	0.1	3	-3.1
10	nt	2.0	nt	-2.5

# Exported screen by screen: 4 of the compounds above.
7) Cc1ccc2nc(SCCCCOc3ccccc3)[nH]c2c1
8) Cc1sc2ncnc(NCC(c3ccccc3)N(C)C)c2c1C (stereo unspecified)
9) CCc1ccc(NC(=O)N2CCN(C(=O)C3CCCO3)CC2)cc1 (stereo unspecified)
10) COc1ccccc1CCNC(=O)c1nccnc1C(=O)O
assay / entry,7,8,9,10
VIM-2 inhibitor,-0.1,8.7*,-1.4,-1.9
GPR7 antag,-5,1,-1,-2
DNA FID counter,-9,1,-7,3
HCV NS3 hel inh,-3,-6,2,-1
OXTR ag,-2.0,1.9,-0.5,-0.5
PHOSPHO1 inh,37,28,38,nt
V1aR counter,1.3,2.6,0.1,2.0
GalR3 antag,nt,-7,3,nt
IMP-1 inh,-2.7,-2.8,-3.1,-2.5

# (continued)
no.	SMILES	VIM-2 inhibitor	GPR7 antag	DNA FID counter	HCV NS3 hel inh	OXTR ag
11	c1cncc(C(c2nnnn2C2CCCC2)N2CCN(Cc3ccc4c(c3)OCO4)CC2)c1 (stereo unspecified)	1.3	0	7	-5	0.2
12	N#Cc1cc(C#N)c(N2CCN(c3ccccn3)CC2)nc1N	-3.1	-2	-8	8	5.5
13	C=Cn1cc[n+](CC(=O)c2ccc(Br)s2)c1	1.6	0	5	-7	-0.4
14	Cc1cc(NC(=O)CCC(=O)N(c2ccccc2)C(C(=O)NC2CCCC2)c2ccc(F)cc2)no1 (stereo unspecified)	-0.4	-4	-48	-7	-0.8
15	O=C(Cn1c(CO)nc2ccccc21)Nc1cc(C(F)(F)F)ccc1N1CCOCC1	-1.9	1	-21	1	3.7
16	Cc1ccc(OCCn2nnc3ccccc32)cc1C	-2.1	14	-24	-2	-1.7
17	CN(C)S(=O)(=O)c1ccc(Cl)c(C(=O)OCC(=O)NC(=O)c2cccn2C)c1	-2.4	-6	-12	-5	4.3
18	COc1cc(/C=N/N(C)c2ccccc2)ccc1O	0.7	8	1	2	-1.9
19	Cc1ccc(-c2csc(NC(=S)NC(=O)c3ccco3)n2)cc1	-6.8	-7	-1	-5	6.8
20	C/C(CC(=O)Nc1ccc2ccccc2c1)=N\NC(=O)c1cnccn1	-5.3	-4	-5	-9	-1.4

no.	PHOSPHO1 inh	V1aR counter	GalR3 antag	IMP-1 inh
11	18	0.6	3	3.9
12	-32	4.7	-5	-3.1
13	4	-1.1	-10	-5.1
14	15	-1.1	-5	-0.9
15	-32	2.7	-4	-3.9
16	-12	1.7	-11	-0.5
17	-5	4.2	-2	-2.9
18	26	-1.6	-3	-2.8
19	-7	1.2	-4	0.8
20	-2	-0.7	-6	-3.7

no.	SMILES	VIM-2 inhibitor	GPR7 antag	DNA FID counter	HCV NS3 hel inh	OXTR ag
21	CC1Sc2ccc(S(=O)(=O)N3CCC(C(=O)NCc4ccco4)CC3)cc2NC1=O (stereo unspecified)	0.3	15	-36	-9	-0.9
22	Cc1ccc(Cl)cc1Nc1nc(-c2sc(NC(=O)c3ccco3)nc2C)cs1	-4.5	-13	-1	-3	-1.5
23	Cc1cc(C)nc(N/N=C/c2ccccc2OCc2ccc([N+](=O)[O-])cc2)n1	-0.9	8	-1	-7	-0.6
24	Cn1cccc1C(=O)C(=O)Nc1ccccc1C(F)(F)F	-3.8	0	4	-9	-1.9
25	COc1cccc(-c2c(NC(C)=O)n(C)c3ccccc3c2=O)c1	-4.8	1	-7	-14	-0.7
26	O=C(NC(=S)Nc1ccc(CN2CCOCC2)cc1)c1ccc(-c2ccc(Cl)cc2)o1	0.3	-10	0	13	0.3
27	CN(Cc1cc(=O)n2ccsc2n1)Cc1nc2ccccc2c(=O)[nH]1	-1.5	-13	-8	4	-0.4
28	COc1ccccc1NC(=O)c1cn(C)c(=O)c2cc(OC)c(OC)cc12	-1.6	-9	-15	-2	0.4
29	COc1cc2c(cc1NC(=S)Nc1cccc(C)c1)oc1ccccc12	-1.8	2	4	-6	0.4
30	CN1CCN(c2ncnc3c2c(-c2ccccc2)cn3-c2ccc(F)cc2)CC1	2.4	5	22	-61	1.6

no.	PHOSPHO1 inh	V1aR counter	GalR3 antag	IMP-1 inh
21	-35	0.4	4	0.0
22	42	-0.5	-3	-2.3
23	5	1.7	-7	-3.8
24	-17	-1.6	-4	0.4
25	-14	0.4	-7	-5.6
26	-8	-0.4	2	-2.8
27	6	1.8	-2	-2.2
28	-4	0.7	-5	-3.0
29	18	0.1	-6	-2.8
30	3	0.3	3	-2.6

no.	SMILES	VIM-2 inhibitor	GPR7 antag	DNA FID counter	HCV NS3 hel inh	OXTR ag
31	CCOc1ccc(CCNC(=O)COC(=O)CCC(=O)c2cccs2)cc1OCC	-1.8	-4	-44	0	nt
32	CCCCNC(=S)N1CCN(c2ccc(C(C)=O)cc2)CC1	0.4	19*	-16	2	5.6
33	CCC(=O)NC(=S)Nc1ccc(N2CCN(C(=O)c3ccc(Cl)cc3)CC2)cc1	-3.2	-8	-12	-4	8.3
34	COc1ccc(/C(=C\Nc2ccc(C)c(C)c2)C(C)=O)cc1OC	1.9	-15	-9	8	-0.7
35	COc1ccccc1NC(=O)c1ccc(Br)o1	-3.6	-3	0	-2	-1.4
36	Cc1cc(N2CCOCC2)nc2ccc(Cl)cc12	-0.1	8	-7	6	-2.1
37	CCCCOc1ccc(NC(=S)Nc2cc(C)nc(SCCCC)n2)cc1	-2.9	-4	-21	12	0.5
38	CCC(=O)N1CCc2cc(S(=O)(=O)N3CCN(c4cc(C)ccc4C)CC3)ccc21	-2.0	-7	-18	25	0.1
39	NC(=O)CC(NC(=O)Cc1ccc(Br)cc1)c1ccc(NCCN2CCCC2)c([N+](=O)[O-])c1 (stereo unspecified)	-1.2	-4	16	-2	0.8
40	Cc1cccc(NC(=S)N(Cc2ccco2)C(C)c2cccs2)c1 (stereo unspecified)	-3.2	-16	-2	20	-0.5

no.	PHOSPHO1 inh	V1aR counter	GalR3 antag	IMP-1 inh
31	26	nt	2	-3.0
32	40	7.1	-7	-3.5
33	46	7.4	-12	-2.9
34	24	-0.4	-6	-1.2
35	38	-1.2	-3	-4.9
36	nt	-0.8	-8	-0.1
37	-3	0.1	-2	-2.6
38	59	0.2	nt	-1.7
39	-7	0.3	-2	0.9
40	21	1.8	-8	-3.0

no.	SMILES	VIM-2 inhibitor	GPR7 antag	DNA FID counter	HCV NS3 hel inh	OXTR ag
41	C=CCN1C(=NC(=O)CC)SC2CS(=O)(=O)CC21 (stereo unspecified)	-1.6	0	0	3	0.7
42	Fc1cnc(Cl)nc1N1CCN(c2ccccc2)CC1	2.4	-3	-11	-6	-0.1
43	Nc1nonc1-c1nc2ccccc2n1Cc1ccc(F)cc1	-0.4	8	-4	-5	0.5
44	Cc1c(C)c2ccc(OCC(=O)N3CCC(C(=O)O)CC3)c(C)c2oc1=O	0.5	-4	-19	1	0.7
45	Cc1ccccc1NC(=O)C1CCCN(c2nnc(N3CCCC3=O)s2)C1 (stereo unspecified)	-2.9	-1	-18	18	-0.5
46	COc1ccc(C(=O)NNC(=O)c2cc3cc([N+](=O)[O-])ccc3oc2=O)cc1OC	-2.1	0	2	-10	-0.4
47	O=C(Nc1ccc2nc(-c3ccccn3)[nH]c2c1)C1CCCCC1	-1.1	-5	-2	-8	-0.5
48	Cc1ccc(Oc2ccc(NC(=O)Cn3ccsc3=N)cc2)cc1	-1.7	5	8	-18	23*
49	Cc1ccc(NC(=O)C2CC(c3ccc(F)cc3)=NO2)cc1 (stereo unspecified)	-3.1	-5	-1	-1	-0.6
50	Cc1nc(C)c(C(=O)C2=C(O)C(=O)N(CCN3CCOCC3)C2c2cccs2)s1 (stereo unspecified)	0.8	-22	-4	-3	0.4

no.	PHOSPHO1 inh	V1aR counter	GalR3 antag	IMP-1 inh
41	8	0.4	-5	-1.9
42	32	-0.9	-1	0.4
43	14	-1.2	-4	0.7
44	29	0.9	-4	-3.1
45	31	0.6	nt	-4.0
46	-2	-0.6	-9	0.1
47	39	-0.1	-2	-0.8
48	20	9.2	-5	0.9
49	-9	-0.5	-8	-2.3
50	2	0.1	-2	-1.6

no.	SMILES	VIM-2 inhibitor	GPR7 antag	DNA FID counter	HCV NS3 hel inh	OXTR ag
51	COc1ccc(S(=O)(=O)N2CCOCC2)cc1NC(=O)COC(=O)C1COc2ccccc2O1 (stereo unspecified)	-0.2	3	0	8	0.1
52	CC(C)c1nc(NCC2CCCO2)c(C#N)c2c1COC(C)(C)C2 (stereo unspecified)	-0.8	-6	-28	-5	-2.4
53	Cc1ccc(Nc2c(F)c(F)c(F)c(F)c2C(=O)O)c(C)c1	-0.8	-17	-14	26	0.3
54	Cc1ccccc1OCCNC(=O)/C=C/c1ccccc1	-3.0	-6	-20	7	-1.7
55	CCc1nn(-c2ccccc2)c(N)c1-c1ccc(OC)c(OC)c1	-2.6	2	-6	7	-0.5
56	O=C(CSc1nnc(CNC(=O)c2c(F)cccc2Cl)o1)Nc1ccc2c(c1)OCO2	-4.4	-7	-4	6	0.5
57	O=C1C=C(c2ccccc2)OC(c2ccccc2)O1 (stereo unspecified)	0.8	4	-21	-4	-1.0
58	O=C(Nc1ccc(Cl)cc1C(F)(F)F)c1ccccc1	-2.3	-12	-4	-4	-1.5

no.	PHOSPHO1 inh	V1aR counter	GalR3 antag	IMP-1 inh
51	-13	1.0	-6	-4.1
52	-2	-0.3	-5	-2.2
53	-10	-0.4	-6	-2.1
54	-14	-0.5	-2	-2.0
55	18	-0.3	-3	0.0
56	23	1.0	2	-2.8
57	1	-1.3	-4	0.5
58	-6	-1.0	-10	-3.6
